# Assay outcomes from PubChem BioAssay.
# KCNQ2 inh: KCNQ2 channel blockers in CHO-K1 cells – cell-based, FluxOR thallium flux, B-score, primary screen (AID 2156); O88943; B-score at 10 µM; 20 min; active compounds read low; 310,000 tested, 1.1% active;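 active = fluorescence ratio B-score at most minus 3 library SDs, with starting brightness B-score within 2 library SDs, cut at about -5.5 in these data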
# Target sequence (O88943 whole entry, looked up): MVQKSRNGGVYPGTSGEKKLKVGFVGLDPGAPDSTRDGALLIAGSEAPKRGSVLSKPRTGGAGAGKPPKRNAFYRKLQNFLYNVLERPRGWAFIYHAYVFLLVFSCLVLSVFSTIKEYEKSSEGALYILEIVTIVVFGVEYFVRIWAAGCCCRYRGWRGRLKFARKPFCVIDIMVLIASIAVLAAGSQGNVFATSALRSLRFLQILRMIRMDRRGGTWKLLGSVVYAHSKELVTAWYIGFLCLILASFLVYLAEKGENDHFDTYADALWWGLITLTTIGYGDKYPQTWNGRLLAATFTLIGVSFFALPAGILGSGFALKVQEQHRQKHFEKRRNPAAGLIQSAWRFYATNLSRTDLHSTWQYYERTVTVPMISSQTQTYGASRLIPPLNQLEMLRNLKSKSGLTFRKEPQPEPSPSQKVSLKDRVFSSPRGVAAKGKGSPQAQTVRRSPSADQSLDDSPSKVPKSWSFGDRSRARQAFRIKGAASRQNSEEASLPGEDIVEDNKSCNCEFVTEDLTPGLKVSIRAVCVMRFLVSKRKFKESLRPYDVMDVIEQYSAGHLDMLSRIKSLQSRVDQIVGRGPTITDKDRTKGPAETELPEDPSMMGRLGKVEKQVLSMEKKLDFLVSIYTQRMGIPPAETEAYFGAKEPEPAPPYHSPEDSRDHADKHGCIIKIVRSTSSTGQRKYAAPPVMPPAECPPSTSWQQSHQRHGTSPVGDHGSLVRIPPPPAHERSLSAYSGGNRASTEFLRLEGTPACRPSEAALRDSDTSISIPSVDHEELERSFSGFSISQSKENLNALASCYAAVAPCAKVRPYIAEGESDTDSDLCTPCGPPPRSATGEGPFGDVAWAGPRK
# Kir21 inh: blocks the mouse Kir2.1 inward-rectifier potassium channel; B-score at 10 µM; P35561; HEK293-Kir2.1, FluxOR thallium flux fluorescence; active compounds read low; AID 1672; 310,000 tested, 0.85% active;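 active = fluorescence ratio B-score at or below minus 3 SD of library scores, with starting-brightness B-score within 2 SD, cut at about -4.2 in these data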;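 also: channel flux triggered by added potassium and thallium sulfate stimulus; B-score of peak minus minimum fluorescence over baseline after thallium stimulus; more negative B-score means stronger Kir2.1 block with less thallium influx; some compounds called inactive have numbers as strong as hits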
# Numbers without * were called inactive; i = inactive. This is a random part of the collection, and some 1.8% of all compounds hit somewhere here.
cpd | canonical_smiles | KCNQ2 inh | Kir21 inh
1 | COc1ccc(CNC(=O)C2CCCN(S(=O)(=O)N3CCC(C)CC3)C2)c(OC)c1 (stereo not drawn) | i | -2.4
2 | Cc1cc(C)cc(NC(=S)N(CCN2CCCCC2)Cc2ccco2)c1 | i | -1.9
3 | Cc1cc(C)nc(N2C(=O)CC(C(C)c3ccccc3)C2=O)n1 (stereo not drawn) | i | -0.39
4 | Cc1cc(C)c(NC(=O)CNC(=O)COC(=O)Cc2cccs2)c(C)c1 | i | -1.8
5 | Nc1ccc(Cl)c(S(=O)(=O)Nc2cccc(Cl)c2)c1 | i | -1.3
6 | C=CCN1C(=O)c2ccc(C(=O)OCC(=O)N(C)C3CCCCC3)cc2C1=O | i | -0.08
7 | COc1ccc(C2C(C(=O)O)CC(=O)N2c2ccc(OC)cc2)cc1 (stereo not drawn) | i | -0.1
8 | COCCCn1c(SCC(=O)Nc2oc(C)c3c(C)n[nH]c(=O)c23)nc2sc3c(c2c1=O)CCC3 | i | 1.3
9 | CC1(c2ccccc2)NC(=O)N(CC(=O)Nc2cccc(C#N)c2)C1=O (stereo not drawn) | i | 0.99
10 | Cc1ccc(N2C(=O)CC(Sc3ncccn3)C2=O)cc1C (stereo not drawn) | i | -0.07
11 | Fc1ccc2c(c1)c1n[nH]c(=S)nc1n2CCc1ccccc1 | i | -0.5
12 | Cc1cc(Oc2ccc(OCC(N)=O)nn2)nc(Cl)n1 | i | -2.2
13 | c1ccc(-c2cn(C[C@H]3CC[C@H](Cn4cc(-c5ccccn5)nn4)O3)nn2)nc1 | i | -0.17
14 | Cc1ccc2nc(C)c(C(=O)NN=C3CCCCCC3)n2c1 | i | -0.58
15 | O=C(COC(=O)/C=C/c1ccc(OC(F)F)cc1)NC1CCCCC1 | i | -0.43
16 | CC(=O)c1cc2cc(O)ccc2o1 | i | -1.1
17 | Cc1[nH]nc(-c2ccc(O)c(C)c2O)c1-c1cnn(-c2ccccc2)c1 | i | 0.01
18 | C[C@@H](NC(=O)[C@@H]1Cc2ccccc2CN1)C(=O)NC1CCCC1 | i | 0.23
19 | COC(=O)c1sc2nc(C)c([N+](=O)[O-])c(C)c2c1N | i | -0.37
20 | COc1ccc(C2SCCN2S(=O)(=O)c2ccccc2)cc1 (stereo not drawn) | i | -2
21 | CN(C(=O)CSc1ccncc1)C1CCCN(Cc2ccccc2F)C1 (stereo not drawn) | i | -0.21
22 | COc1ccc(NC(=O)C23CC4CC(C2)CC(n2cnc(Br)n2)(C4)C3)cc1Cl | i | -0.04
23 | O=C(Nc1ccccc1)c1ccc(S(=O)(=O)Nc2cccc(O)c2)cc1 | i | 0.28
24 | CCOc1ccc(NS(=O)(=O)c2cc(Cl)ccc2OC)cc1 | i | 0.04
25 | Cc1cccc(-n2ncc3c(NCc4ccccc4)ncnc32)c1 | i | 0.78
26 | O=C(C1=C[C@@H](C2CCCCC2)C[C@@H](OCCCCO)O1)N1CCN(Cc2ccc3c(c2)OCO3)CC1 | i | 1.3
27 | COc1ccc(N2C(=O)CCC(C(C)=O)=C2C)cc1 | i | -0.64
28 | O=C(COc1c(F)c(F)cc(F)c1F)NC(=O)NC1CCCC1 | i | 0.03
29 | Cc1cc(NC(=O)CCC(=O)N(Cc2cccs2)C(C(=O)NC2CCCC2)c2ccncc2)no1 (stereo not drawn) | i | -0.12
30 | COC(=O)c1ccccc1N(C)S(=O)(=O)c1cc2c3c(c1)CCC(=O)N3CCC2 | i | -1.2
31 | Cc1cccc(C2=N/C(=C/c3cccs3)C(=O)O2)c1 | i | 0.27
32 | CCOc1ccc(-n2c(CCc3ccccc3)n[nH]c2=S)cc1 | i | 0.06
33 | COc1cc2nc(-c3cccs3)oc(=O)c2cc1OC | i | 0.43
34 | O=C(O)c1nn(-c2ccccc2)c(-c2ccccc2)c1C(=O)c1ccccc1 | i | -0.16
35 | CCOc1ccc(NC(=O)C2CCCN(S(=O)(=O)c3ccc4c(c3)CCCN4C(C)=O)C2)cc1 (stereo not drawn) | i | 0.01
36 | COC(=O)CN1C(=O)N/C(=C/c2ccc(OC)cc2)C1=O | i | 0.18
37 | CC1=C(C(=O)Nc2ccc(C)cc2C)C(c2ccc(C)o2)NC(=O)N1 (stereo not drawn) | i | 0.01
38 | O=C(N/N=C/c1cccs1)c1ccc2c(c1)OCO2 | i | 0.55
39 | CCc1ccc(NC(=O)[C@@H](NC(=O)[C@@H]2Cc3ccccc3CN2)C(C)CC)cc1 (stereo partly drawn) | i | -1.1
40 | CC(C)c1nnc(NC(=O)CCC(=O)N2CCN(Cc3ccc(F)cc3)CC2)s1 | i | 0.9
41 | COc1ccc(CNC(=O)[C@H](C)NC(=O)C2CCN(S(=O)(=O)c3ccccc3)CC2)cc1 | i | 0.03
42 | CN(CC(=O)Nc1cccc(F)c1)C(=O)CSc1ccccc1 | i | -1.3
43 | O=C(COC(=O)c1cc(S(=O)(=O)N2CCCCC2)ccc1N1CCOCC1)c1ccccc1 | i | 1.6
44 | CCNC(=S)N/N=C(\C)c1ccc2c(c1)OCCO2 | i | -0.72
45 | Cc1cc(N2CCN(C(=O)/C=C/C(=O)O)CC2)c2ccccc2n1 | i | -2.3
46 | COc1cc2c(cc1OC)/C(=C/C(=O)c1ccccc1)NCC2 | i | 1.1
47 | CNC(=S)N1CCC(NC(=O)c2ccco2)CC1 | i | -0.17
48 | O=C(N[C@@H](Cc1c[nH]c2ccccc12)C(=O)O)C1CCN(S(=O)(=O)c2ccc(Cl)cc2)CC1 | i | 0.13
49 | COc1ccc(C2c3ccc(O)cc3Oc3ncn(CCN4CCOCC4)c(=N)c32)cc1OC (stereo not drawn) | i | -0.47
50 | Cc1cccc(NC(=O)C2CCCN(S(=O)(=O)c3cccs3)C2)c1C (stereo not drawn) | i | 0.37

# The list continues.
cpd | canonical_smiles | KCNQ2 inh | Kir21 inh
51 | O=C(CSCc1cnn(-c2ccccc2)c1-n1cccc1)NCc1ccccn1 | i | -4.4*
52 | Cc1cc(NC(=O)COC(=O)COc2cccc3c2OC(C)(C)C3)no1 | i | -0.77
53 | CCC(=O)C1CCCN(C(=O)CCc2nnc(-c3ccc(C(C)=O)s3)o2)C1 (stereo not drawn) | i | 0.24
54 | COc1ccccc1N1CCN(C(c2cccs2)C(C)NC(=O)C(=O)N2CCCCC2)CC1 (stereo not drawn) | i | 1.1
55 | Cc1nc2ccccn2c1C(=O)NC1CCCCC1 | i | -0.24
56 | O=S(=O)(Nc1ncccn1)c1ccc(NC(=S)Nc2cccc(Cl)c2)cc1 | i | -1.8
57 | CC1CCC(NCc2ccco2)CC1 (stereo not drawn) | i | -0.49
58 | O=C(NCc1ccccc1)C1CC(=O)N(c2ccc(OCC(=O)N3CCOCC3)cc2)C1 (stereo not drawn) | i | -0.3
59 | Cc1c(O)ccc(NS(=O)(=O)c2ccccc2)c1C | i | -2
60 | Cc1c(C)c2ccc(OCC(=O)N3CCC(C(=O)O)CC3)cc2oc1=O | i | 0.95
61 | O=C(CC1SC(=O)N(c2ccccc2)C1=O)Nc1ccc(Br)cc1 (stereo not drawn) | i | -1
62 | COC(=O)CCC(=O)OC1(C)C(=O)C2=CN(CCc3ccccn3)C(c3ccc(OC)cc3)=CC2=C(Br)C1=O (stereo not drawn) | i | 0.17
63 | CC(C)(C)c1csc(NC(=O)C2=COCCO2)n1 | i | -0.96
64 | Cc1oc2cc3oc(=O)ccc3cc2c1C | i | -0.1
65 | COc1ccc(N2CCN(S(=O)(=O)CCNC(=O)C(C)Oc3ccccc3)CC2)cc1 (stereo not drawn) | i | 2.1
66 | COc1cc(/C=N/NC(=O)c2sc3ccccc3c2Cl)ccc1OC(=O)c1ccc([N+](=O)[O-])cc1 | i | 0.96
67 | COc1ccc(-c2[nH]ncc2/C=N\NC(=O)c2cccs2)cc1OC | i | 0.02
68 | CCC1=NN(C(=O)C(=O)Nc2ccc(OC)cc2)C(O)(C(F)(F)F)C1 (stereo not drawn) | i | -1.3
69 | Cc1cccc(NC(=S)N(CCN(C)C)C(C)c2ccco2)c1 (stereo not drawn) | i | 0.77
70 | CC1CCc2nc(NCCO)nc(C(F)(F)F)c2C1 (stereo not drawn) | i | 1.4
71 | CN(Cc1ccccc1)Cc1c(O)ccc2ccccc12 | i | -0.01
72 | Fc1ccc(OCCCCN2CCOCC2)cc1 | i | 0.07
73 | Cc1ccc(-c2cc(C(=O)O)c3ccccc3n2)c(C)c1 | i | 0.64
74 | COc1ccc(S(=O)(=O)CCC(=O)Nc2cccc(OC)c2)cc1 | i | 1.7
75 | CC(=O)Nc1ccc(N2CCCCC2)c(C(=O)Nc2cccc(C)c2)c1 | i | -0.69

# Shown with one line to a screen: part of the list above.
54	COc1ccccc1N1CCN(C(c2cccs2)C(C)NC(=O)C(=O)N2CCCCC2)CC1 (stereo not drawn)
55	Cc1nc2ccccn2c1C(=O)NC1CCCCC1
56	O=S(=O)(Nc1ncccn1)c1ccc(NC(=S)Nc2cccc(Cl)c2)cc1
57	CC1CCC(NCc2ccco2)CC1 (stereo not drawn)

Compound	54	55	56	57
KCNQ2 inh	i	i	i	i
Kir21 inh	1.1	-0.24	-1.8	-0.49

# Continued.
cpd | canonical_smiles | KCNQ2 inh | Kir21 inh
76 | O=C(CC1C(=O)NCCN1C/C=C/c1ccccc1)NCCCC1CCCC1 (stereo not drawn) | i | 0.19
77 | C=CCOc1ccc(C=Nc2ccc(Cl)cc2)c(O)c1 | i | -0.4
78 | CC(C)c1ccc(C(=O)CSc2n[nH]c(-c3ccncc3)n2)cc1 | i | 0.04
79 | Cc1cccc(N2CN(Cc3cccnc3)CNC2=S)c1 | i | 0.17
80 | CC1(C)CC(=O)C=C(N2CCOCC2)C1 | i | 0.79
81 | CCN1C(=O)CC(Sc2ccccc2N)C1=O (stereo not drawn) | i | -0.42
82 | Cc1nn(C)c(C(=O)N2CCOCC2)c1Cl | i | -0.75
83 | COC(=O)c1nnn(CC(=O)Nc2cc(Cl)ccc2C)c1C(=O)OC | i | -0.89
84 | Nc1nc(C(=O)N2CCOCC2)nn1S(=O)(=O)c1ccccc1 | i | -1.2
85 | CCOC(=O)C(=CNc1cc(C)nn1-c1ccc(Cl)cc1)C(=O)OCC | i | 0.03
86 | Cc1ccc(NC(=O)COC(=O)C2CC3C=CC2C3)cc1S(=O)(=O)N1CCCCC1 (stereo not drawn) | i | -0.8
87 | Cn1c(-c2ccc(Cl)cc2)cnc1N | i | 0.36
88 | COc1ccc(NC(=S)NCCc2c[nH]c3ccccc23)c(OC)c1 | i | -4.2
89 | CSCC[C@H](NC(=O)CCCn1nnc2ccccc2c1=O)C(=O)O | i | -0.84
90 | COc1ccccc1C(=O)Nc1cccc(NC(=O)c2ccccc2OC)n1 | i | 0.37
91 | Cc1ccc(/C=N\NC(=O)c2ccc3c(c2)OCO3)o1 | i | 0.3
92 | O=C(OCCN1C(=O)c2cccc3c(N4CCOCC4)ccc(c23)C1=O)c1ccc(Cl)cc1 | i | -2.4
93 | O=C(N/N=C/C1CC=CCC1)c1ccc(Cl)cc1O (stereo not drawn) | i | -0.1
94 | COc1cc(C(=O)NCCC(=O)NCCc2ccc(Cl)cc2)cc(OC)c1OC | i | 0.86
95 | COc1ccc(C(=O)Cc2nnc(C)s2)cc1 | i | 0.01
96 | N#CCC(=O)N/N=C/c1ccc(OS(=O)(=O)c2ccccc2)cc1 | i | -1.5
97 | COc1cccc(CNC(=O)CSc2nnc3c(n2)[nH]c2ccc(C)cc23)c1 | i | 0.95
98 | O=C(COC(=O)C1CCC(=O)N1)Nc1ccc(Br)cc1 (stereo not drawn) | i | 0.7
99 | O=C(COC(=O)C12CC3CC(CC(Br)(C3)C1)C2)Nc1ccc2[nH]c(=O)[nH]c2c1 | i | 0.44
100 | Cc1nn(CC(=O)NC(C)c2ccccc2)c(=O)c2ccccc12 (stereo not drawn) | i | 1.1
101 | O=C(CC1C(=O)NCCN1Cc1cccc(F)c1)NCCCN1CCCC1=O (stereo not drawn) | i | 2.1
102 | COc1ccc(OCC(O)CNC(=O)c2ccc(OC)cc2)cc1 (stereo not drawn) | i | -0.6
103 | COCCNC(=S)Nc1cc2oc3ccccc3c2cc1OC | i | 1.6
104 | O=C(Nc1ccc(Br)cc1)C1CCC(=O)N1Cc1ccccc1Cl (stereo not drawn) | i | 1.7
105 | O=C(c1ccc(S(=O)(=O)N2CCCCC2)cc1)N1CCc2ccccc2C1 | i | 1.8
106 | CCCCCn1c(CN2CCN(c3cccc(Cl)c3)CC2)nc2c1c(=O)[nH]c(=O)n2C | i | 0.89
107 | COc1ccc(-c2cc(NC(=O)c3cncn3-c3ccccc3)ccc2OC)cc1 | i | 0.13
108 | NC(=O)CC(NC(=O)c1ccccc1)c1ccc(N2CCCCCCC2)c([N+](=O)[O-])c1 (stereo not drawn) | i | -0.25
109 | N#C/C(=C\c1ccco1)Sc1nc2ccccc2s1 | i | -1.7
110 | CCCOc1ccccc1N/C(=N/c1nc(C)cc(C)n1)NC(=O)COc1ccc(OC)cc1 | i | -0.38
111 | Cc1ccc(C)c(S(=O)(=O)N/N=C/c2cccnc2)c1 | i | -0.08
112 | Cc1cc(C)n(-c2nnc(NCc3ccc(Cl)cc3)nn2)n1 | i | -0.02
113 | COc1cccc(C(=O)Nc2cccc(-c3nc4ncccc4o3)c2C)c1 | i | -0.37
114 | C=C1CCN([C@@H](C)C(=O)NCc2cc(OC)c(OC)c(OC)c2)S(=O)(=O)c2ccccc21 | i | 1.9
115 | O=C(NNC(=O)c1cc(-c2ccccc2)n(-c2ccccc2)n1)c1cccc([N+](=O)[O-])c1 | i | -0.17
116 | COc1ccc(/C=C2\SC(=S)N(NC(=O)c3ccncc3)C2=O)cc1OC | i | 1.5
117 | COCCOC(=O)CC1=NC(=O)CS1 | i | 0.17
118 | CCOC(=O)N1CCC(n2c(SCC(=O)NCc3ccccc3)nc3ccccc3c2=O)CC1 | i | -1.3
